APEX1 inh = qHTS Assay for Inhibitors of the Human Apurinic/apyrimidinic Endonuclease 1 (APE1); DNA repair nuclease/redox regulator APEX1 (Homo sapiens), P27695; Potency, µM (series often up to 65.8 µM), for inactives: top-dose activity change, negative = inhibition, usual class: inhibitors; 350,000 tested, 0.35% active; AID 2517, 2012; recombinant APE1, TAMRA/BHQ-2 abasic DNA cleavage fluorescence;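 note: potency is the fitted concentration of half-maximal effect; plate controls were vehicle for no effect and reference inhibitor for full effect; nearly all actives have a fitted effect of over 55% in size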
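APE1 at 0.75 nM final was preincubated with compound 15 min at room temperature, then 50 nM double-stranded THF abasic-site substrate (5'-TAMRA/3'-BHQ-2) was added. Fluorescence (ex 525/em 598 nm) was read kinetically; third-minus-first read gave activity.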
Anesthetic bind = qHTS Assay for Identification of Novel General Anesthetics; Ferritin light chain (Equus caballus), P02791; apoferritin/1-aminoanthracene competitive binding, fluorescence; 350,000 tested, 0.074% active; Potency, µM (titrated, usually from 77.5 µM), for the others: top-dose activity change, negative = displacement, usual class: inhibitors; note: potency is the fitted concentration of half-maximal effect; % is set by controls: 0 for no effect and ±100 for the full control effect; nearly all actives have a fitted effect of over 20% in size
Target sequence (P02791 2-175 limits assumed): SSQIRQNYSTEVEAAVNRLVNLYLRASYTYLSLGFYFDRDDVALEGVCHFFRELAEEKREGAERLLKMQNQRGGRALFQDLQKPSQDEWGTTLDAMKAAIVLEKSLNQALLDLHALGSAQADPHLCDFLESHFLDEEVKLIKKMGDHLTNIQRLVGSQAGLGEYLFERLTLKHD
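Horse-spleen apoferritin (10 uM) was mixed with 50% saturated 1-aminoanthracene in PBS, exposed to compounds for 10 min at room temperature, and read for fluorescence (ex 380 nm, em 535 nm). Competitive displacement was fitted with a four-parameter Hill equation.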
POLB inh = qHTS Assay for Inhibitors of DNA Polymerase Beta | P06746 | Potency, µM (doses to about 114 µM), without a hit: top-dose activity change, negative = inhibition, usual class: inhibitors | 340,000 tested, 1.3% active | Pol beta primer extension/strand displacement, fluorescence kinetic; note: potency is the fitted concentration of half-maximal effect; % is set by controls: 0 for no effect and ±100 for the full control effect
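Enzyme-only controls used 10 nM Pol beta; buffer lacking enzyme served as negative control. Compound preincubated 15 min, then 50 nM substrate added; 0 and 10 min reads at room temperature.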
POLK inh = qHTS for Inhibitors of Polymerase Kappa; DNA polymerase kappa (Homo sapiens), Q9UBT6; purified Pol kappa, fluorescent DNA synthesis assay, 10 min; Potency, µM (titrated, usually from 107 µM), for inactives: top-dose activity, negative = inhibition, hits mostly inhibitors; 400,000 tested, 0.53% active; note: potency is the fitted concentration of half-maximal effect; % is set by controls: 0 for no effect and ±100 for the full control effect
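Enzyme at 10 nM met test compounds for 15 min at room temperature. Substrate addition (50 nM final) began the reaction, which was monitored by fluorescence at 0 and 10 min.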
POLI inh = qHTS for Inhibitors of Polymerase Iota. Pol iota fluorescent replication assay, 10 min. 390,000 tested, 1% active. AID 588590, 2011. Potency, µM (titrated, usually from 115 µM), for inactives: top-dose activity, negative = inhibition, hits mostly inhibitors. DNA polymerase iota (Homo sapiens), Q9UNA4; note: potency is the fitted concentration of half-maximal effect
Target sequence (Q9UNA4 whole entry, looked up): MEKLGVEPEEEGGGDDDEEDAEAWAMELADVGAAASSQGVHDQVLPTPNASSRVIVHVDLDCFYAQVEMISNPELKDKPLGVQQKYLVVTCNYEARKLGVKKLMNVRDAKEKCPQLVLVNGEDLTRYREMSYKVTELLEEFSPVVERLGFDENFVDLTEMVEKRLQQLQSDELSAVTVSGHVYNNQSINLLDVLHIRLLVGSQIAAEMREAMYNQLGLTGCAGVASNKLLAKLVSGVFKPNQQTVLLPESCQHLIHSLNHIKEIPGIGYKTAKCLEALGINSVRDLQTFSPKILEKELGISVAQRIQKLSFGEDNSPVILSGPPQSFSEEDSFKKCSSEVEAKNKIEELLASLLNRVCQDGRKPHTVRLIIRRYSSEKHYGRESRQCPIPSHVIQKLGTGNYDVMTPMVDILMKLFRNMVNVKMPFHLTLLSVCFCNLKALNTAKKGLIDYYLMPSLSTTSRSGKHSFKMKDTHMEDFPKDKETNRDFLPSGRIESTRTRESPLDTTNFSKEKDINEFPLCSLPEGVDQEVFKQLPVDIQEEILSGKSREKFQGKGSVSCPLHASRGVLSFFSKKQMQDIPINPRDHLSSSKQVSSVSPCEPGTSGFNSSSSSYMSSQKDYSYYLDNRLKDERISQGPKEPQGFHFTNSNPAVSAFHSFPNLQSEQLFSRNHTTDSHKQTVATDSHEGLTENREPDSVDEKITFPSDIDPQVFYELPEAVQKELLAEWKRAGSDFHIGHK
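Pol iota at 10 nM preincubated 15 min with compounds at room temperature; reaction started with fluorescent substrate, 50 nM final. Fluorescence read kinetically at 0 and 10 min; buffer-only wells as negative control.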
LDHA block = qHTS assay for inhibitors of human lactate dehydrogenase | L-lactate dehydrogenase A chain (Homo sapiens), P00338 | purified LDHA, NADH/diaphorase-resazurin fluorescence; hits give low values | activity change, % (values are at about 110 or 230 µM) | 480,000 tested, 0.15% active | AID 1347041, 2019; in the data active = activity change below about -30%; inconclusive = mostly about -25% to -30%;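 note: plate controls were DMSO wells for no effect and wells without enzyme for full effect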
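LDH5 2 nM; NADH 0.06 mM, pyruvate 0.2 mM; 200 mM Tris pH 7.4, EDTA, Tween-20; 5 min RT. Detection: diaphorase 0.133 mg/mL + resazurin 37 µM, fluorescence ex540/em590 at 0 and 20 min; normalized to enzyme-free and DMSO wells.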
BLM inh = qHTS Assay for Inhibitors of Bloom's syndrome helicase (BLM); 350,000 tested, 0.2% active; recombinant BLM DNA unwinding, fluorescence dequenching; AID 2528, 2010; RecQ-like DNA helicase BLM (Homo sapiens), P54132; Potency, µM (doses to about 56.1 µM), without a hit: top-dose activity change, negative = inhibition, usual class: inhibitors;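 note: potency is the fitted concentration of half-maximal effect; plate controls were vehicle for no effect and no enzyme for full effect; nearly all actives have a fitted effect of over 35% in size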
Glioma ERSR ind = qHTS for Inducers of the Endoplasmic Reticulum Stress Response (ERSR) in Human Glioma: qHTS; U87-MG GRP78 promoter luciferase reporter, 16 h; Potency, µM, inactives show top-dose activation, usual class: activators; 420,000 tested, 0.02% active; AID 602332, 2012; note: potency is the fitted concentration of half-maximal effect; series mostly up to about 76 µM; % of control where 0% means no effect; nearly all actives have a fitted effect of over 35% in size
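Stably transfected U87-MG human glioma cells carrying a GRP78-based luminescent sensor were seeded at 1000 cells/well, pin-dosed with compounds and incubated 16 h. Luciferase reagent was then added, and end-point luminescence was read after 10 min at room temperature.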
Pol eta inh = qHTS for Inhibitors of Polymerase Eta | DNA polymerase eta (Homo sapiens), Q9Y253 | recombinant Pol eta, fluorescent DNA replication assay | Potency, µM (series often up to 114 µM), inactives show top-dose activity change, negative = inhibition, hits mostly inhibitors | 390,000 tested, 1.2% active | AID 588591, 2011; note: potency is the fitted concentration of half-maximal effect; % is set by controls: 0 for no effect and ±100 for the full control effect
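Fluorescent replication assay: 50 nM final substrate added after a 15 min room-temperature compound preincubation with 10 nM enzyme. Signal taken at 0 min and again at 10 min.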
Numbers without * were called inactive; ? = inconclusive; · = not tested or not shown; & = joins results of further samples; [ ] = remark or other dose. Unless noted, calls come from the whole dose curve; as a rule, active = well fitted curve in the direction sought with a large enough effect; inconclusive = small, poorly fitted or top-dose-only effect, or another doubt; inactive = no such curve, though single readings can be large; an effect the other way counts as inactive or inconclusive. The list is partial. The share of hits here may be higher or lower than overall.

SMILES | APEX1 inh | Anesthetic bind | POLB inh | POLK inh | POLI inh | LDHA block | BLM inh | Glioma ERSR ind | Pol eta inh
O=[N+]([O-])C(/C=C(\Cl)[N+](=O)[O-])=C1N(Cc2ccc(Cl)nc2)CCN1Cc1ccc(Cl)nc1 | -1% | -16% | 0% | -10% | ? | 11 | 2% | 7% | 1%
Cc1cc(C)n2nc(C(=O)Nc3ccc(N4CCOCC4)cc3)nc2n1 | 18% | -7% | 43% | 5% | 30%[activator] | 2 | 0% | -2% | -6%
Cc1nc2ccc(NC(=O)C3CCN(S(=O)(=O)c4cccs4)CC3)cc2s1 | -6% | -13% | -2% | -16% | 9% | 4 | -2% | -9% | 4%
COc1ccccc1NC(=O)NCc1cccn1Cc1ccccc1 | · | 1% | 13% | -14%[60.1 µM] | -3% | -7 | -1% | 1% | -20%
CCn1c(COc2ccccc2C)nnc1SCC(=O)N1CCCCC1 | -3% | -13% | 36% | -2% | 22% | -1 | 1% | -3% | -9%
Cc1cc(C(=O)NN=C2CCCC2)c2ccccc2n1 | 3% | · | · | -6% | -1% | -5 | · | -3% | -16%
CC1(C)CC(=O)C(CS(=O)(=O)c2ccccc2)=C(Cl)C1 | 10% | -6% | 5% | 0% | -11% | -1 | -5% | -2% | -15%
Cc1cc(NC(=O)COc2ccc(F)c(Cl)c2)no1 | -5% | -2% | 2% | -1% | 9% | -10 | -11% | -1% | -9%
O=C(NCc1ccccn1)C(=O)Nc1cccc2ccccc12 | -7% | -8% | 1% | -5% | 36%[activator] | -3 | -1% | 1% | -13%
CCCCCC(=O)N1CCN(CCN=CC2=C(O)CC(c3ccc(OC)c(OC)c3)CC2=O)CC1 (configuration not stated) | -4% | -10% | 11% | -2%&-15% | -8%&2% | 1&-3 | 1% | -6%&1% | -10%&-3%
NC(=S)N/N=C\c1ccc(-c2cccc(Cl)c2Cl)o1 | -1% | -8% | 3% | -5% | -15% | 0 | -7% | 3% | -12%
CN(Cc1cn(C)nc1-c1cccc(Cl)c1)Cc1nccn1C | -1% | 5% | 5% | 0% | 70%[activator] | -6 | 2% | -2% | -17%
Cc1cccc(C2c3[nH]c4ccccc4c3CCN2C(=O)c2nn(C)c(=O)c3ccccc23)n1 (configuration not stated) | -3% | -21% | 27% | -23% | 70%[activator] | -7 | -13% | -2% | ?
COc1ccccc1-c1noc(-c2cccs2)n1 | -6% | -21% | 9% | -9% | -18% | -2 | -1% | 7% | -6%
COc1ccc(NC(=O)N(C)C[C@H]2Oc3ccc(NC(=O)Cn4cnnn4)cc3C(=O)N([C@H](C)CO)C[C@@H]2C)cc1 | 9% | · | · | 0% | -5% | -1 | · | -4% | 7%
COc1ccc(CC(=O)OCC(=O)c2ccc(OC)cc2)cc1 | 17% | ? | 39% | -8% | 159%[activator] | -3 | -4% | -2% | -18%
O=C(OCC(=O)N1CCN(C(=O)c2ccco2)CC1)c1cc(-c2ccco2)nc2ccccc12 | 16µM* | 7% | 3.2µM* | 25µM* | 8.9µM* | -5 | 8.9µM* | -1% | 32µM*
CCOc1ccc(NC(=O)[C@@H]2CCCN2C(=O)c2cccs2)cc1S(=O)(=O)N1CCCCC1 | 30% | · | · | -16% | 14% | -5 | · | -1% | -19%
CC(=O)NCCNc1ccnc(-c2ccccc2C(F)(F)F)n1 | -2% | · | · | 1%[60.1 µM] | · | · | 4% | -4% | ·
COc1cc(NS(=O)(=O)c2ccc(NC(=O)CN3C(=O)c4ccccc4C3=O)cc2)nc(OC)n1 | -7% | -10% | 13% | -19% | 0% | -1 | -5% | -4% | 0%
CN1CCc2cc(NC(=O)Nc3cccnc3)ccc21 | -2% | · | -10%[57.1 µM] | -6%[60.1 µM] | ? | · | · | -3% | -11%[57.1 µM]
Cc1ccc2c(nc3s/c(=C\c4ccc(-c5ccccc5C(=O)O)o4)c(=O)n32)c1C | ? | -14% | 20µM* | ? | 15% | 0 | -7% | 2% | 10µM*
COc1ccc(-n2nc3c(N)n[nH]c3cc2=O)cc1 | 3% | -12% | 7% | -19% | 8% | -1 | -2% | 1% | 3%
COc1ccc(CC(=O)NC2CCCc3ccccc32)cc1 (configuration not stated) | 0% | -16% | 12% | 0% | 97%[activator] | -4 | -4% | -4% | -21%
CCOC(=O)C1(Cc2ccc(OC)cc2)CCN(C(=O)c2cccc3nccnc23)CC1 | 9% | -6% | 25% | -7% | ? | -4 | -3% | -2% | -6%

Other results:
SMILES | APEX1 inh | Anesthetic bind | POLB inh | POLK inh | POLI inh | LDHA block | BLM inh | Glioma ERSR ind | Pol eta inh
CCCSC1=NC2(CCN(C(=O)NC3CCCCC3)CC2)N=C1c1ccc(Cl)cc1 | · | -22% | 4% | 0% | 23% | -4 | -7% | 0% | -10%
Cc1cccn2cc(COc3ccc(-c4ccccc4)cc3)nc12 | 2% | 9% | ? | -22% | 41%[activator] | 1 | -9% | 10% | -7%
COc1ccc(/C=C(/NC(=O)c2ccccc2)C(=O)NCc2ccco2)cc1 | 32% | 1% | 17% | 12% | 49%[activator] | -5 | -4% | -2% | -13%
Cc1ccn2cc(-c3cccc(NC(=O)CCC(=O)O)c3)nc2c1 | 19% | -6% | -24% | -15% | 1% | -8 | 1% | -7% | -4%
CCOC(=O)N1CCN(C(=O)CCN2C(=O)COc3ccccc32)CC1 | -2% | -6% | 25% | -6% | 8% | -6 | 0% | -5% | 10%
Cc1ccc(NC(=O)CSc2nc(N)cc(=O)[nH]2)cc1S(=O)(=O)N1CCOCC1 | -1% | -9% | 49%[activator] | -10% | 27% | -6 | -1% | -2% | 0%
CCOc1ccc(NC(=O)CCn2cccn2)cc1 | · | 12% | 4% | 0% | 3% | -5 | 1% | -1% | -7%
Cc1ccc(CCNS(=O)(=O)c2cc3c(cc2C)NC(=O)CO3)cc1 | 2% | -18% | 13% | 12% | -18% | 3 | -1% | -4% | -8%
CC1CN(C(=S)Nc2ccccc2)CC(C)O1 (configuration not stated) | 23% | 0% | 43% | -9% | -5% | -1 | -3% | -3% | -15%
S=c1nn[nH]n1C12CC3CC(CC(C3)C1)C2 | 19% | ? | 1% | -5% | ? | -11 | -1% | -1% | 8%
N#Cc1nc(-c2ccco2)oc1NCCCn1ccnc1 | ? | -11% | 21% | 3% | 1% | -8 | 1% | 0% | 7%
COc1ccc([C@H]2CC(=O)c3c(O)cc(O)cc3O2)cc1O | -3% | -10% | -20% | 0% | 44%[activator] | 4 | -11% | 6% | -21%
O=C(O)c1ccc(CNC(=O)c2ccc3c(c2)OCCO3)cc1 | 12% | -7% | 17% | -11% | 92%[activator] | 1 | -2% | -7% | 4%
CCN(CC)C(=O)Cn1cc(S(=O)(=O)CC(=O)N2CC(C)OC(C)C2)c2ccccc21 (configuration not stated) | · | · | · | -12% | 28% | -5 | · | -4% | -10%
Cc1cc(C)c(NC(=O)C[C@H](CC(=O)O)c2cccc3ccccc23)c(C(=O)N2CCC3(CCCC3)CC2)c1 | 1% | · | -9%[57.1 µM] | -10%[19.4 µM] | ? | · | · | -6% | 0%[57.1 µM]
CN(Cc1ccco1)c1cc(-c2ccccc2C(F)(F)F)ncn1 | -8% | · | · | ? | · | · | -5% | -2% | ·
O=C1N/C(=N/O)S/C1=C\c1ccccc1-n1cccn1 | 1% | -13% | 16% | -14% | 33% | 11 | -5% | -5% | -11%
O=C(Cc1n[nH]c(=O)c2ccccc12)Nc1cccc(S(=O)(=O)N2CCCCCC2)c1 | -14% | · | · | -12% | -8% | -7 | · | -3% | -14%
COC(=O)c1c(NC(=O)c2cc(=O)c3cc(C)cc(C)c3o2)sc2c1CCC2 | · | -3% | 8% | 5% | 18% | -2 | 0% | -5% | -18%
NC(=O)C1CCN(Cc2nc(-c3ccccc3)no2)CC1 | 0% | -5% | 14% | 5% | 7% | -13 | 1% | 2% | -10%

Shown as a hit in APEX1 inh, among the entries above:
Molecule	APEX1 inh	Anesthetic bind	POLB inh	POLK inh	POLI inh	BLM inh	Pol eta inh
O=C(OCC(=O)N1CCN(C(=O)c2ccco2)CC1)c1cc(-c2ccco2)nc2ccccc12	16µM*	7%	3.2µM*	25µM*	8.9µM*	8.9µM*	32µM*

Entries of single compounds as entered above. Order of values: APEX1 inh, Anesthetic bind, POLB inh, POLK inh, POLI inh, LDHA block, BLM inh, Glioma ERSR ind, Pol eta inh
CCOc1ccc(NC(=O)CCn2cccn2)cc1 in the list: ·, 12%, 4%, 0%, 3%, -5, 1%, -1%, -7%
S=c1nn[nH]n1C12CC3CC(CC(C3)C1)C2 in the list: 19%, ?, 1%, -5%, ?, -11, -1%, -1%, 8%
CN(Cc1ccco1)c1cc(-c2ccccc2C(F)(F)F)ncn1 in the list: -8%, ·, ·, ?, ·, ·, -5%, -2%, ·
CCOC(=O)N1CCN(C(=O)CCN2C(=O)COc3ccccc32)CC1 in the list: -2%, -6%, 25%, -6%, 8%, -6, 0%, -5%, 10%
CCCSC1=NC2(CCN(C(=O)NC3CCCCC3)CC2)N=C1c1ccc(Cl)cc1 in the list: ·, -22%, 4%, 0%, 23%, -4, -7%, 0%, -10%

Screens as filed in PubChem.
